Bioassay records: PubChem BioAssay, several laboratories
Anthrax LF inh2 – anthrax lethal factor protease inhibition; 360,000 compounds, 0.12% hits; multiplex microsphere protease cleavage assay, LF; inhibition, % at 10 µM; AID 588501; note: plate controls were buffer without enzyme for full effect and enzyme alone for no effect
BoNT-F LC inh – inhibitors of Botulinum neurotoxin F light chain protease; inhibition, % at 10 µM; 360,000 compounds, 0.22% hits; Multiplex microsphere protease cleavage assay, flow cytometry; in the data active = inhibition above about 35%, passing the limit was not always enough; inconclusive = no clear call, values can overlap the other calls; note: plate controls were buffer without enzyme for full effect and enzyme alone for no effect
Rv3671c inh – inhibits the M. tuberculosis serine protease Rv3671c; P9WHR9; inhibition, % at 5.96 µM; 320,000 compounds, 0.048% hits; AID 2606; in the data active = inhibition above about 38%;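 note: extracellular domain of Rv3671c used as enzyme; 0% = enzyme with DMSO and 100% = no enzyme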
Target sequence (P9WHR9 whole entry, looked up, the tested form may be a part): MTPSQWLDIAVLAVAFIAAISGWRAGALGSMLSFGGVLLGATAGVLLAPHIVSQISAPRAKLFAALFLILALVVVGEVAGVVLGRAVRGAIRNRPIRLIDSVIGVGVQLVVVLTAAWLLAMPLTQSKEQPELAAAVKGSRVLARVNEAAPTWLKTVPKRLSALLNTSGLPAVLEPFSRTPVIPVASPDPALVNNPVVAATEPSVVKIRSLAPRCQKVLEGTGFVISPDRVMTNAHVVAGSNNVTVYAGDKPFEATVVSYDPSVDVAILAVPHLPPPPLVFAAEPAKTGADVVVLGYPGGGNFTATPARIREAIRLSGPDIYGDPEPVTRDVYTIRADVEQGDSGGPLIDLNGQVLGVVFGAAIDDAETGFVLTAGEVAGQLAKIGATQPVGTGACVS
CCHFV vOTU inh – CCHFV vOTU protease inhibition; Pep-AMC fluorescence; inhibition, % at 11.5 µM; 370,000 compounds, 0.55% hits; AID 651958; in the data active = inhibition above about 30%; note: 0% = vehicle wells with enzyme and 100% = no enzyme wells
PriA SSB inh – blocks PriA binding to SSB C-terminal tail; AlphaScreen SSBct-PriA binding, biotinylated peptide; inhibition, % at 33 µM; 430,000 compounds, 0.6% hits; AID 1272365; in the data active = inhibition mostly above about 37%, no sharp cut-off; inactive = mostly below about 20%;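 note: plate controls were negative control peptide for no effect and reference peptide for full effect; strong numbers were not always called active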
VHR inh abs – inhibitors of human VHR1 phosphatase (DUSP3) | P51452 | recombinant VHR phosphatase, pNPP absorbance | inhibition, % at 13.3 µM | 290,000 compounds, 0.52% hits | AID 1654; in the data active = inhibition above about 50%; note: some compounds called inactive have numbers as strong as hits
Target sequence (P51452 whole entry, looked up): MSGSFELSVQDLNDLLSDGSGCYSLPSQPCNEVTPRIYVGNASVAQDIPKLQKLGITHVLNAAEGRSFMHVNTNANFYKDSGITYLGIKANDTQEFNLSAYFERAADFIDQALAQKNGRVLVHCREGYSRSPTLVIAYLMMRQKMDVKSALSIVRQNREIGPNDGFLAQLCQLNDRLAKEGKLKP
3CLpro inhibitor – SARS-CoV 3CLpro protease inhibition; AID 1706; P0C6X7; recombinant SARS-CoV 3CLpro, quenched FRET peptide cleavage; inhibition, % at 6 µM; 290,000 compounds, 0.14% hits; in the data active = inhibition above about 12%
BoNT A protease – BoNT A light chain protease inhibition; multiplex microsphere protease substrate cleavage, flow cytometry; inhibition, % at 10 µM; 360,000 compounds, 0.17% hits; AID 588499; note: plate controls were buffer without enzyme for full effect and enzyme alone for no effect
PrPC TRFRET – cell surface PrPC inhibition, primary TR-FRET screen; TR-FRET read-out; 370,000 compounds, 0.43% hits; inhibition, % at 13.8 µM; P04156; in the data active = inhibition above about 24%; note: 0% = median of the test wells and 100% = reference compound wells
MazEF act – MazEF (E. coli) toxin RNase activation; P0AE70; FAM/BHQ RNA-DNA oligo cleavage fluorescence, 5 h; activation, % at 20 µM; 350,000 compounds, 0.32% hits; AID 504720; in the data active = activation above about 50%
Target sequence (P0AE70 whole entry, looked up): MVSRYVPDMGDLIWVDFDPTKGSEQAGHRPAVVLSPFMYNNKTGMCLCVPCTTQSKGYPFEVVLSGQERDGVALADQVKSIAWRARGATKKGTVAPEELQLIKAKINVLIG
* = called active by the depositor; ? = inconclusive; . = no result given. Cut-off read from the data, not from the text of the source, unless noted: active = inhibition above about 30%; inconclusive = no clear call, values can overlap the other calls; inactive = below that. A portion of the library. The share of hits here may be higher or lower than overall.

Values run as follows: Anthrax LF inh2, BoNT-F LC inh, Rv3671c inh, CCHFV vOTU inh, PriA SSB inh, VHR inh abs, 3CLpro inhibitor, BoNT A protease, PrPC TRFRET, MazEF act
CCOC(=O)c1c(CC(C)C)csc1NC(=O)CCl
  3, 0, -2, 24, -7, 10, 3, 1.0, 0, -6
COc1ccc(F)c(-c2nc(CN3CCC(c4ccccc4)CC3)c(C)o2)c1
  -12, -3, 5, 11, -5, 22, 1, -0.4, -7, -9
COc1ccc(/C=N/NC(=O)c2ccc(O)cc2)cc1CN1CCCc2ccccc21
  1, -4, -12, 6, ., 8, -2, 1.2, -1, 15
CC(C)n1c(NCc2cccs2)nc2ccccc21
  -4, -5, -6, -4, 5, -19, 2, -0.3, 1, 2
Cc1noc(C)c1C(=O)N1CCC1(C)C(=O)NS(=O)(=O)c1cccs1 (centres undefined)
  -2, -2, ., 2, ., ., ., -0.2, -5, .
CCC(=O)N1CCN(c2ccc(Cl)cc2NC(=O)c2cccc([N+](=O)[O-])c2)CC1
  -5, -7, 11, -6, -3, 30, 2, -1.3, 6, 11
CCOc1ccc(S(=O)(=O)N2CCN(C(=O)c3ccc(C)c(S(=O)(=O)N4CCOCC4)c3)CC2)cc1
  1, 1, 1, 8, -19, ., ., 1.9, 10, -3
COc1ccc(N2CCN(c3nc4ccccn4c(=O)c3C=O)CC2)cc1
  -2, -6, -7, -7, 5, -1, 0, 0.2, -7, 4
COc1ccc(N2CCN(C(=O)c3ccc4nc(N5CCCCC5)sc4c3)CC2)cc1
  -5, -7, 1, -2, 0, -2, 1, -0.5, -5, 3
O=C(NC12CC3CC(CC(C3)C1)C2)c1cncc(Br)c1
  8, -5, 6, 7, 3, 16, -1, -1.4, 11, 7
COc1ccccc1NC(=O)COc1cccnc1[N+](=O)[O-]
  14, -3, -3, 2, 6, ., ., 2.5, -8, 3
COc1ccccc1C=NNc1nc(C)cc(=O)[nH]1
  8, 0, ., 8, -5, ., ., 0.3, -2, 7
O=C(Nc1nc(-c2cccs2)cs1)c1cccc(S(=O)(=O)N2CCCCCC2)c1
  -5, -6, -107, 9, 5, 3, 4, 0.2, 8, 8
COc1ccc(Br)c(C(=O)Nn2c(C)nc3ccccc3c2=O)c1
  5, -6, 5, -4, 0, 11, 5, -0.7, 5, 2
Cn1c(O)c(C=Nc2ccccc2-c2ccccc2)c(=O)n(C)c1=O
  -4, 1, 3, -13, -7, 18, 0, -0.4, 6, 8
Cc1cc(C(=O)N2CCCC(N3CCN(c4cccc(Cl)c4)CC3)C2)nc(C)n1 (centres undefined)
  1, -2, 5, -3, 0, 14, -3, 0.3, -2, -2
O=C1c2ccccc2C(Nc2ccccc2)N1c1cccnc1 (centres undefined)
  -1, -8, 6, 1, -18, 17, -2, -0.1, 4, 0
COCCCN1CC23C=CC(O2)C(C(=O)O)C3C1=O (centres undefined)
  -3, 0, -2, 0, -1, -12, -2, -0.1, -4, 11
CCCn1cnc2c(cnn2-c2ccc(F)cc2)c1=O
  -3, -6, 3, -7, 2, 9, -3, 0.7, 7, -9
Cc1cc(OCC(=O)NCc2ccncc2)ccc1Cl
  0, -3, -1, -2, -11, 15, 2, -0.9, 7, -653
O=S(=O)(c1ccc(Cl)c(NC(=S)N/N=C/c2c(F)cccc2F)c1)N1CCOCC1
  1, -12, -13, 6, ., 5, -3, -1.8, 5, 9
COC(=O)C1=C(c2ccc(S(C)(=O)=O)cc2)C[C@@H]2CC[C@H]1N2C(=O)NCC1CC1
  -7, 2, -2, 0, -9, ., ., -0.1, -5, 4
CC(OC(=O)c1ccc2ccccc2c1)C(=O)N(C)Cc1ccccc1 (centres undefined)
  -10, -2, -9, 2, -10, ., ., 0.0, -3, 5
NNC(=O)c1cncc(Br)c1
  ., ., -3, -1, -3, 5, 5, ., 0, 2
O=C(O)c1ccc(N2C(=O)/C(=C\c3ccccc3)N=C2c2ccccc2)cc1
  6, 9, -6, 6, -8, -7, 4, -0.2, 1, 0
CC1CN(c2nc(-c3ccc(Br)cc3)nnc2-c2ccccc2)CC(C)N1 (centres undefined)
  4, -12, -12, -6, -1, 31, -1, 2.0, -8, 13
CN(C)c1ccc(/C=N\NC(=S)SCN2C(=O)C3CCC(C)(C2=O)C3(C)C)cc1 (centres undefined)
  -2, -7, 7, 8, ., 4, -7, 1.9, 5, 4
COc1ccc(S(=O)(=O)Cc2ccc(C(=O)NC3CCCCC3)o2)cc1
  3, -5, -5, 10, -7, 6, -4, -0.8, -7, 6
CC(=O)OC1C2CCC1C([N+]1(C)CCCCC1)CC2 (centres undefined)
  0, -1, 0, 5, -2, 16, -1, 0.6, 4, -9
Cc1ccccc1C(=O)Nc1ccc(O)c2c(=O)cc(-c3ccccc3Cl)oc12
  -12, 1, -5, 4, -16, 34, ., -0.4, -4, -2

An excerpt from further up, for reference:
Values run as follows: Anthrax LF inh2, BoNT-F LC inh, Rv3671c inh, CCHFV vOTU inh, PriA SSB inh, VHR inh abs, 3CLpro inhibitor, BoNT A protease, PrPC TRFRET, MazEF act
CCOC(=O)c1c(CC(C)C)csc1NC(=O)CCl
  3, 0, -2, 24, -7, 10, 3, 1.0, 0, -6
COc1ccc(F)c(-c2nc(CN3CCC(c4ccccc4)CC3)c(C)o2)c1
  -12, -3, 5, 11, -5, 22, 1, -0.4, -7, -9

(more compounds)
Values run as follows: Anthrax LF inh2, BoNT-F LC inh, Rv3671c inh, CCHFV vOTU inh, PriA SSB inh, VHR inh abs, 3CLpro inhibitor, BoNT A protease, PrPC TRFRET, MazEF act
O=C(NCCCCCCCCNC(=O)c1cccc2ccccc12)c1cccc2ccccc12
  1, -5, ., 0, -13, ., ., 0.2, 9, 3
CCOc1ccccc1C(=O)N(C)CC(=O)Nc1ccc(OC)cc1
  3, -3, ., -7, 6, 24, -2, 1.6, -4, -2
Cc1nnc(C)n1/N=C/c1ccc(C(C)C)cc1
  -1, 4, -2, 0, ., 18, 4, -0.2, -2, -4
Cc1ccc(NC(=O)CN2C(=O)/C(=C3\SC(=S)N(C4CCS(=O)(=O)C4)C3=O)c3ccccc32)cc1 (centres undefined)
  2, -6, ., -12, 6, 43, -2, 2.2, 0, -16
CCCCOC(=O)CCc1c(C)n[nH]c1C
  6, -8, 13, -6, 0, 20, 3, 0.1, 5, 11
COc1ccc2c(c1)CCc1c(C(=O)N(C)c3ccccc3)noc1-2
  -4, 0, 1, 4, -5, 54*, -3, -0.8, 0, 7
Cc1oc2ccc(OC(C(=O)O)c3ccccc3)cc2c1C(=O)O (centres undefined)
  19, -22, 10, 1, 9, -5, 0, -0.1, 4, -8
Cc1ccc(NC2=CC(=O)CCC2)cc1C
  -4, -3, -6, -8, 6, -2, -1, 0.2, -6, 3
Cc1ccc(C2(C)NC(=O)N(CC(=O)c3ccc(Cl)s3)C2=O)cc1 (centres undefined)
  3, -4, -10, 13, -16, 8, -1, 0.1, 18, -3
CCOc1ccc(S(=O)(=O)NCCC(=O)N2CCN(Cc3ccccc3)CC2)cc1
  6, -9, -11, -7, 1, ., ., -5.9, -1, -1
CCOC(=O)c1ccccc1NC(=O)c1cc2ccccc2o1
  -6, ?, ., 8, -12, 9, 0, -1.6, -5, 18
COc1ccccc1NC(=O)CC1C(=O)Nc2c1c(=O)n(C)c(=O)n2C (centres undefined)
  -2, 0, 1, 5, -7, 6, -1, 0.1, -4, 10
COc1ccc(CCNC(=O)c2ccc(CS(=O)(=O)c3ccc(Br)cc3)o2)cc1OC
  -3, -4, 4, -2, -11, 6, -1, -0.4, 6, -3
CC(C)(C)c1ccc(Cn2c(=N)n(CC(O)c3ccco3)c3ccccc32)cc1 (centres undefined)
  -3, 2, 2, ., 11, 22, 4, 0.4, ., 19
C[C@@H]1CN([C@H](C)CO)C(=O)CCCn2cc(nn2)CO[C@H]1CN(C)S(C)(=O)=O
  -6, -5, ., 8, ., ., ., -0.2, -1, 5
Cc1c(C(=O)NCCN2CCOCC2)sc2nc(-c3ccc(F)cc3)cn12
  0, 5, 5, 6, -12, ., 3, 0.5, 8, 3
Cc1cc(C)c(OCC(=O)OCC(=O)NCc2cccs2)c(C)c1
  -2, 5, 12, -11, 22, ., ., -0.3, 3, 5
O=C(NCc1ccccc1)c1noc2c1CCCCC2
  -2, -2, -3, 2, -14, 12, 0, -0.6, -1, 4
O=C(COc1ccc(OCc2ccccc2)cc1)NC1CCOC1=O (centres undefined)
  -3, 10, 1, 12, -3, 11, -2, 1.3, -1, -7
COc1ccc(C2N3CC4(C)CN2CC(C)(C3)C4O)cc1 (centres undefined)
  -6, -10, 1, 3, -5, 8, -2, -1.1, -6, 1
Fc1ccc(CCNCc2ccccc2Cl)cc1
  -2, -8, 1, 13, -1, 20, 1, -0.1, -7, 2
COc1ccc(-c2nc(C#N)c(N3CCCCCC3)o2)cc1OC
  -4, -7, 2, -121, 12, 12, 2, -1.9, 12, -7
Cc1ccc(NC(=O)CS(=O)CC(=O)N(c2ccccc2)C(C)C(=O)NC2CCCC2)cc1 (centres undefined)
  3, -5, -7, 10, -24, 0, 0, -0.5, 7, -1
O=C(/C=C/c1cccc([N+](=O)[O-])c1)OCC(=O)N1CCOCC1
  -2, -4, -4, 4, -23, ., ., -1.4, -3, 7
Cc1cccc(N2CCN(C(=O)CCc3nc4ccccc4c(=O)[nH]3)CC2)c1C
  -11, 2, 0, 1, -4, ., ., 0.4, -7, 3
N#CC1CCN(C(=O)c2ccc3c(Cl)c4c(nc3c2)CCCC4)CC1
  0, -1, 10, 7, 3, 9, 1, -0.2, -2, 2
Cc1noc(NS(=O)(=O)c2ccc(N/C=C/C(=O)c3ccc(F)cc3)cc2)c1C
  -1, -5, -12, -6, 0, -3, 0, -0.6, -3, 2
CCCCN1C(=O)c2ccc(C(=O)OCC(=O)N3CCN(c4ccccc4)CC3)cc2C1=O
  -7, -3, 3, -11, -16, ., ., -2.9, -2, -2
COc1ccc(-c2noc(CCC(=O)NCCCN3CCC(C)CC3)n2)cc1
  -9, -4, -4, 5, -6, 15, 0, -0.3, -5, 9
COCCCN1C(=O)C(=O)/C(=C(/O)c2ccc(OCC(C)C)cc2C)C1c1cccnc1 (centres undefined)
  -2, -7, -2, 16, ., -5, 2, -3.9, 26*, 4
CC(C)(C)C1(O)CC(C(F)(F)F)=NN1C(=O)Cc1ccc([N+](=O)[O-])cc1 (centres undefined)
  -4, -7, -3, 12, 1, 12, 1, -0.3, -2, -5
Cc1onc(-c2ccccc2)c1C(=O)NCC1CCCO1 (centres undefined)
  2, -7, -8, 9, -5, 15, 1, -0.1, -2, -5
CCCCC(=O)Nc1cccc(NC(=O)c2cccnc2Cl)c1
  9, ?, -1, -2, -3, 25, 5, -0.4, -1, 4
Cc1ccc(NC(=O)CN(C)C(=O)CSc2nnc(N)s2)cc1
  -5, -5, -10, 15, -4, ., ., -0.8, 4, 7
O=C(CSc1nnc(-c2cccc(F)c2)o1)N1CCCC1
  -1, 9, 4, 6, -4, 18, 1, 1.3, 9, 6
O=C(NCCc1cccs1)c1ccc(CS(=O)Cc2cccc(Cl)c2)o1 (centres undefined)
  -6, -3, ., -8, ., ., ., -0.1, -1, 7
CCC(CC)COC(=O)C1=C(C)NC(=O)NC1c1ccc2c(c1)OCO2 (centres undefined)
  -8, 0, 0, -1, -6, 27, 5, 1.3, 8, 7
Cc1ccc2[nH]c3c(c2c1)CCCC3C(N)=O (centres undefined)
  0, 5, -20, -4, 3, 8, 3, 0.4, 5, 0
CCOc1ccccc1NC(=O)c1cc(-c2ccccn2)nc2ccccc12
  5, 2, -23, -17, -8, ., ., 0.6, -6, 3
COC(=O)c1ccc(COc2ccc(C(C)(C)C)cc2)o1
  -6, -5, -6, 7, -32, 70, 1, 0.6, 0, 1
COc1ccccc1Nc1ncnc2nc[nH]c12
  0, 10, -3, -12, -14, -13, 0, 0.5, 1, -2
Cc1ccc(CN2C(=O)CN=C(c3ccccc3)c3ccccc32)cc1
  2, -7, 6, 7, 7, -1, 2, -0.3, 2, 1
COC(=O)C1CCN(Cc2cn(-c3ccccc3)nc2-c2ccc3c(c2)OCO3)CC1
  -8, 0, -1, 5, 13, 15, 3, -0.4, 4, 0
CC1CCC(N2CCN(S(C)(=O)=O)CC2)CC1 (centres undefined)
  -5, -5, 2, 2, -10, 16, 6, -1.6, 3, 3
